Source: PubChem
CCT chaperon mod = cytosolic chaperonin activity modulation | purified chaperonin ATPase assay, HTRF ADP detection, 30 min | activity change, % (concentration not given with the values), hits read low | 360,000 compounds, 0.3% hits | AID 651819; in the data active = activity change below about -30%; note: % is set by controls: 0 for no effect and ±100 for the full control effect
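First, chaperonin was dispensed at 40 nM or 20 nM final depending on batch activity. Next, compounds were pinned at 76 uM and ATP added at 10 uM. After 30 min at 37 °C, ADP detection reagents ran 30 min at ambient temperature.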
WRN inhibitor = inhibitors of human WRN helicase; WRN helicase unwinding, fluorescent forked duplex, kinetic; Q14191; 360,000 compounds, 0.46% hits; Potency, µM (doses to about 114 µM), without a hit: at the highest dose activity change, negative = inhibition, most hits filed as inhibitors; note: potency is the fitted concentration of half-maximal effect; % is set by controls: 0 for no effect and ±100 for the full control effect; nearly all actives have a fitted effect of over 55% in size
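Fluorescence dequenching readout, ex 525 nm/em 598 nm, kinetic mode: forked duplex DNA (100 nM final) with adjacent fluorophore and quencher unwound by WRN (20 nM final) with 2 mM ATP. Compound preincubation 15 min, room temperature.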
IL2 activator = activates IL-2 in a cell-based reporter assay | IL-2 activation reporter assay, cell-based qHTS; stimulated with anti-CD3/CD4/CD28 beads; in transgenic mouse T cells | activation, % (series mostly up to about 46 µM) | 360,000 compounds, 0.065% hits | AID 652025; in the data active = activation above about 50%; inconclusive = mostly about 30% to 49%; note: 0% is about no effect
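First, unstimulated transgenic mouse T cells were exposed to compound for 60 min. Next, anti-CD3/anti-CD4-coated beads with anti-CD28 were added. Finally, after 18 h at 37 degrees C, EGFP and DsRed were imaged.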
EPAC1 antagonist = blocks human EPAC1 exchange factor; O95398; EPAC1 GEF assay, Rap1b-BODIPY-GDP exchange fluorescence; Potency, µM (highest dose often 115 µM), without a hit: top-dose activity change, negative = inhibition, most hits filed as inhibitors; 360,000 compounds, 0.14% hits; AID 720709;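 note: potency is the fitted concentration of half-maximal effect; plate controls were vehicle for no effect and positive control for full effect; nearly all actives have a fitted effect of over 50% in size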
EPAC2 agonist = activates human EPAC2 exchange factor; Potency, µM (highest dose often 154 µM), for inactives: at the top dose activation, usual class: activators; 360,000 compounds, 0.079% hits; EPAC2 activation, biochemical qHTS; response scale: 100% = 6.5 mM cAMP response; note: potency is the fitted concentration of half-maximal effect; nearly all actives have a fitted effect of over 50% in size
Target sequence (Q8WZA2 whole entry, looked up): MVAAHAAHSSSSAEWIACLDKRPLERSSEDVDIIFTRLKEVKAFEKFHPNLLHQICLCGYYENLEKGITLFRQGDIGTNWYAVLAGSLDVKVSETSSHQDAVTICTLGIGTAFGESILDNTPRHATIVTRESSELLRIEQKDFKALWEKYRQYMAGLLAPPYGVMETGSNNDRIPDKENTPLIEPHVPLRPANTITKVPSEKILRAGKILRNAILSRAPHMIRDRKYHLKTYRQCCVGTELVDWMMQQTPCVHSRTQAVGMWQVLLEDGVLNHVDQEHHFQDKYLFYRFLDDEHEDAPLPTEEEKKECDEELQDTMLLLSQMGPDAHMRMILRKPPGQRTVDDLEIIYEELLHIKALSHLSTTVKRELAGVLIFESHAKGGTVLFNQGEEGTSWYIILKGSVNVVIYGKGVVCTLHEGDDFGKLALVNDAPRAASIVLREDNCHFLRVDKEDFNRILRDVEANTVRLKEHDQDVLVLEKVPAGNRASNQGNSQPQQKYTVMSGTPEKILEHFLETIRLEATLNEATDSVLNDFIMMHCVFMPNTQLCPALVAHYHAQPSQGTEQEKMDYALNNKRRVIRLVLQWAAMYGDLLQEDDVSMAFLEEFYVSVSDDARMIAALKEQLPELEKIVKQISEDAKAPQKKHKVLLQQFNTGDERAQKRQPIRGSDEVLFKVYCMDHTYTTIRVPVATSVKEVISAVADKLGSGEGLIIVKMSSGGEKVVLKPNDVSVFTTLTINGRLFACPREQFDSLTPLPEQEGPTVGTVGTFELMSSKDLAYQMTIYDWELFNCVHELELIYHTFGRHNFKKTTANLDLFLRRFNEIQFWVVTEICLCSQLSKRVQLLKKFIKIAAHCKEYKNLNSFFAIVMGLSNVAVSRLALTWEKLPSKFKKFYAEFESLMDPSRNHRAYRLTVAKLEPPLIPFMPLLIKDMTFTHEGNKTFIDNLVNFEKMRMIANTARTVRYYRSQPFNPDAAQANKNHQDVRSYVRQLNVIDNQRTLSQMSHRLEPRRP
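Compounds were titrated in qHTS against a Rap1B-BODIPY-GDP (250 nM) complex with EPAC2 (100 nM) and GDP (50 uM). BODIPY-GDP release tracked at 480/540 nm over 30 min at room temperature, normalized to 6.5 mM cAMP.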
PLK1 PBD block = inhibitors of human PLK1 polo-box domain binding; P53350; Plk1 PBD binding of FITC phosphopeptide, fluorescence polarization; Potency, µM, for inactives: max response, negative = inhibition, hits mostly inhibitors; 360,000 compounds, 2.8% hits; AID 720504; note: potency is the fitted concentration of half-maximal effect; series mostly up to about 57 µM; % is set by controls: 0 for no effect and ±100 for the full control effect; nearly all actives have a fitted effect of over 65% in size
PI5P4Ka inh = inhibitors of human PI5P4K alpha. max response, %. PI5P4Kalpha enzyme, ADP-Glo luminescence, 60 min; hits give low values. 330,000 compounds, 1.2% hits; active = max response of -50% or lower; inconclusive = between -30% and -50%; inactive = -30% or higher; note: value at the top dose of about 77 µM; % is set by controls: 0 for no effect and ±100 for the full control effect
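ADP-Glo luminescence end-point after a 60 min room-temperature kinase reaction. PI5P4Kalpha and substrate in HEPES pH 7.4 buffer with EGTA, 0.1% CHAPS and 5% DMSO; ATP at 5 microM final.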
EPAC1 agonist = activates human EPAC1 exchange factor. EPAC1 agonist qHTS, biochemical assay; response scale: 100% = response to 6.5 mM cAMP. Potency, µM (doses to about 154 µM), for inactives: at the highest dose activation, actives largely listed as activators. 360,000 compounds, 0.073% hits. AID 720707; note: potency is the fitted concentration of half-maximal effect; nearly all actives have a fitted effect of over 60% in size
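Nucleotide exchange assay: 100 nM EPAC1 with 250 nM Rap1B loaded with BODIPY-GDP and 50 uM GDP, room temperature. Fluorescence (480/540 nm) read every 5 min for 30 min; signal change normalized to 6.5 mM cAMP as full agonist.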
The depositor's hits bear a star; ? = inconclusive; / = no result given; & = joins results of further samples; [ ] = dose if it differs, or a comment. Unless noted, calls come from the whole dose curve; as a rule, active = well fitted curve in the direction sought with a large enough effect; inconclusive = small, poorly fitted or top-dose-only effect, or another doubt; inactive = no such curve, though single readings can be large; an effect the other way counts as inactive or inconclusive. Not all compounds are listed; the hit share may differ from the screen's.

SMILES	CCT chaperon mod	WRN inhibitor	IL2 activator	EPAC1 antagonist	EPAC2 agonist	PLK1 PBD block	PI5P4Ka inh	EPAC1 agonist
CCC(CO)Oc1cc(NCc2cccc(F)c2)c2ncn(C(C)C)c2c1 (stereo unspecified)	0.2	6%	-0.5	-6%	13%	-11%	2	-5%
c1ccc2c(c1)NC1(CCCC1)n1c-2nc2ccccc21	-7.3	-10%	0.6	-1%	11%	-9%	/	7%
CC(OC(=O)CCCN=C1NS(=O)(=O)c2ccccc21)C(=O)c1ccccc1 (stereo unspecified)	0.4	6%	-0.1	10%	0%	-2%	-3	-7%
CC(C)CC(=O)NS(=O)(=O)c1ccc(NS(C)(=O)=O)cc1	2.6	-1%	0.0	?	3%	0%	5	7%
COc1ccc(C(C)=O)cc1COC(=O)C(CO)NS(=O)(=O)c1ccc(Br)cc1 (stereo unspecified)	1.8	1%	-0.1	-1%	4%	-11%	-13	13%
O=C(NC(=S)Nc1ccccc1)c1ccc(Br)o1	-0.3	5%	0.3	-5%	2%	-7%	2	-2%
Cc1ccc(C(=O)Oc2coc(CSc3nnc(NC(=O)C4CC4)s3)cc2=O)cc1	-2.4	-20%	0.2	0%	-13%	-4%	6	-1%
CCCCc1cc(=O)oc2cc(OCC(=O)Nc3cccnc3)c(Cl)cc12	-0.7	5%	-0.6	-12%	-6%	0%	-1	3%
Cc1ccc(Nc2nnc(SCc3nc4ccccc4c(=O)[nH]3)s2)cc1	-2.9	-3%	-0.3	-17%	1%	-5%	2	-9%
CCOc1ccc(OCC)c(NC(=O)Cn2cccc2)c1	0.0	1%	-0.1	-1%	-16%	1%	-1	-15%
CC1(C)CC(=O)c2c(S(C)(=O)=O)sc(Br)c2C1	0.4	-2%	-0.2	-14%	4%	-7%	0	3%
COCCn1c(SCC(=O)NC2CCCCC2C)nc2ccccc2c1=O (stereo unspecified)	-0.3	2%	-2.1	-15%	-8%	-7%	-4	-6%
O=C(c1cccc(S(=O)(=O)N2CCCC2)c1)N1CCN(Cc2ccccc2)CC1	2.9	-4%	0.5	-21%	12%	-5%	-1	10%
Nc1ccc(Br)c2c1C(=O)c1ccccc1C2=O	-0.5	-29%	-1.0	-1%	1%	-27%	9	2%
Cc1c(Cl)cccc1NC(=O)COC(=O)C12CC3CC(CC(O)(C3)C1)C2	-0.3	9%	-0.5	-3%	8%	-2%	0	8%
CCOC(=O)c1c(OCC)[nH]c2ccc(O)cc12	0.0	-8%	-3.9	-5%	9%	-9%	1	3%
C[C@H](NC(=O)CC[C@H]1O[C@@H](n2ccc(=O)[nH]c2=O)[C@H](O)[C@@H]1O)c1cccc2ccccc12	1.3	-6%	1.2	-3%	6%	-4%	2	1%
COc1ccc(CN2C(=O)c3cccnc3C2Nc2cc(Cl)c(OC)cc2OC)cc1 (stereo unspecified)	2.7	-10%	-2.7	?	3%	-24%	/	3%
CC1CCCN(C(=O)COC(=O)C2CCN(S(=O)(=O)c3c(Cl)cccc3Cl)CC2)C1 (stereo unspecified)	-1.7	2%	-4.2	-2%	-7%	-4%	-7	11%
CSC1=NCCN1C(=O)c1ccc(Br)o1	0.5	-1%	1.3	-5%	7%	-4%	4	8%
COc1ccccc1N(CC(=O)N1CCCCCC1)S(=O)(=O)c1ccc(C)cc1	0.5	-3%	-0.5	-11%	6%	-11%	4	-9%
CCOC(=O)Cc1csc(NC(=O)CSc2ccc(Br)cc2)n1	-1.7	-15%	-0.5	-9%	12%	-1%	10	-10%
CSC1=NC2(C)CCCCC2C12C=CC(=O)C=C2 (stereo unspecified)	1.5	-10%	0.7	11%	10%	0%	1	5%
Cc1cc2nccnc2cc1C	-1.2	3%	0.5	-18%	7%	-1%	0	7%
COc1ccc(Cl)cc1NC(=S)Nc1ccccc1F	-5.6	-2%	0.3	1%	0%	-15%	-1	10%

(list continues)
SMILES	CCT chaperon mod	WRN inhibitor	IL2 activator	EPAC1 antagonist	EPAC2 agonist	PLK1 PBD block	PI5P4Ka inh	EPAC1 agonist
Cc1cc(C)cc(C(=O)Nc2nc3ccccc3[nH]2)c1	0.5	-5%[57.1 µM]	-0.8	-17%	-6%	9%	-6	-9%
Cc1ccc(-n2nnnc2SCC(=O)NCC2CCCO2)cc1C (stereo unspecified)	-1.6	-1%	-0.2	8%	1%	-5%	-7	-1%
CCOC(=O)Cc1csc(NC(=O)COc2ccc3ccccc3c2)n1	-0.3	3%	-0.8	?	17%	-7%	-11	13%
CCn1c(=N)n(CC(=O)c2cccc([N+](=O)[O-])c2)c2ccccc21	-2.6	-5%	-0.5	-3%	4%	-5%	6	3%
COc1ccc(C)cc1NC1=C(Cl)C(=O)N(C2CCCCC2)C1=O	-2.9	1%	5.7	10%	3%	-4%	0	2%
COc1ccccc1N1CCN(C2CCCN(C(=O)c3snnc3C)C2)CC1 (stereo unspecified)	-1.5	-1%	0.9	6%	3%	-2%	6	-8%
Cc1cccc(C)c1NC(=O)c1cc2c(=O)c3ccccc3oc2nc1C(F)(F)F	0.1	6%	1.6	2%	-14%	-3%	/	4%
C/C(=N\NC(=O)c1cccc(Br)c1)c1ccc(Br)cc1	1.4	0%	0.3	-3%	-2%	-4%	/	3%
O=C(c1ccccc1F)N1CCN(c2ccc([N+](=O)[O-])c(N3CCOCC3)c2)CC1	-0.4	-2%	-0.8	18%	7%	-2%	0	8%
COCCn1c(SCC(=O)Nc2ccc(C(N)=O)cc2)nc2c([nH]c3ccccc32)c1=O	-8.6	-18%	-1.5	-11%	-6%	-12%	-3	-2%
Nc1cccc(-c2cnc3ccccc3n2)c1	-0.4	5%	0.8	-12%	7%	-3%	-12	-8%
Cc1ccccc1CC1(CO)CCCN(C(=O)c2cc(Cl)ccc2F)C1 (stereo unspecified)	-2.2	-10%	-0.3	-23%	-7%	0%	3	-11%
O=C(O)CN1C(=O)NC2(CCCc3ccccc32)C1=O (stereo unspecified)	-1.5	-3%	0.2	2%	17%	-16%	-8	8%
Cc1sc2ncn(CC(=O)NCC3COc4ccccc4O3)c(=O)c2c1S(=O)(=O)N1CCOCC1 (stereo unspecified)	0.8	-4%	2.1	-8%	2%	-4%	2	6%
CCOC(=O)c1c(C)[nH]c(C)c1S(=O)(=O)N(C)Cc1ccco1	1.4	1%	-1.0	17%	1%	-5%	-2	14%
COc1ccc(C(C)C)cc1S(=O)(=O)N1CCC(C(=O)N2CCN(C)CC2)CC1	0.1	-21%	0.0	-5%	13%	-8%	3	-1%
CCCCC1(C)NC(=S)N2N1C(=S)NC2(C)CCCC (stereo unspecified)	-0.9	56µM*	-1.5	1%	-4%	0%	?	-6%
CCCCC(=O)NC(c1cccs1)c1cc(Cl)c2cccnc2c1O (stereo unspecified)	0.7	9%	-3.8	-10%	-7%	3%	-19	-9%
Cc1nc2ccc(Cl)cc2c(-c2ccccc2)c1C(=O)N(C)C	-4.0	-1%[57.1 µM]	2.1	3%	5%	-2%	6	-1%
Cc1cccc2cc(CN(C(=O)c3cccs3)c3ccccc3)c(=O)[nH]c12	2.3	6%	0.9	15%	-9%	-5%	0	3%
Cc1ccc(C(=O)NC2CCCC(C)C2C)cc1S(=O)(=O)N1CCCCC1 (stereo unspecified)	-4.2	-6%	-0.1	-15%	-9%	-6%	-8	8%
Cc1ccc(S(=O)(=O)N2CCOCC2)cc1C(=O)OCC(=O)NCCc1ccc(F)cc1	2.0	-6%	0.0	5%	3%	-1%	-3	-3%
COc1ccc(C(=O)NCCc2nnc3ccc(SCC(=O)Nc4cc(C)on4)nn23)cc1	0.5	6%	0.5	42%[activator]	0%	-9%	-5	-6%
COc1ccccc1NS(=O)(=O)c1ccc(Cl)cc1	-3.1	-1%	-2.3	-4%	7%	-28%	/	11%
COc1ccc(Br)cc1CNC(=O)C1CCCN(S(=O)(=O)N2CC(C)CC(C)C2)C1 (stereo unspecified)	-3.3	-5%	-1.4	2%	-7%	-6%	7	11%

(continued)
SMILES	CCT chaperon mod	WRN inhibitor	IL2 activator	EPAC1 antagonist	EPAC2 agonist	PLK1 PBD block	PI5P4Ka inh	EPAC1 agonist
O=C(Nc1nnc(SCc2ccc(F)cc2)s1)C1CC(=O)N(c2ccc3c(c2)OCCO3)C1 (stereo unspecified)	-1.7	-4%	0.1	3%	1%	-13%	-20	15%
O=C(NNC(=O)C(O)c1ccccc1)NC1CCCCC1 (stereo unspecified)	-4.2	2%	1.2	-3%	15%	-11%	0	5%
Cc1ccc(C)c(S(=O)(=O)NCC(=O)Nc2ccc3c(c2)OCO3)c1	1.3	-15%	-3.6	-4%	3%	6%	-4	8%
Cc1c(C(=O)Nc2ccccn2)oc2c(Cl)cccc12	-2.9	-9%	0.9	1%	-1%	-13%	0	5%
COc1cc(-c2nnc3n2CCCCC3)cc(OC)c1OC	-6.5	3%	0.1	2%	9%	-4%	5	4%
COc1ccc(Cl)cc1C(=O)N1CCN(Cc2ccc3c(c2)OCO3)CC1	-0.3	7%	0.1	-3%	-9%	3%	2	0%
S=C(N/N=C/c1ccc2c(c1)OCO2)NC1CC2CCC1C2 (stereo unspecified)	0.0	-6%	-5.1	9%	4%	4%	-3	7%
COC(=O)c1ccc(NC(=O)C(=O)NCC2CCCO2)cc1 (stereo unspecified)	-2.4	2%	0.2	9%	1%	30µM*	-18	3%
O=C(NCc1cccs1)c1ccc2sc([C@@H]3O[C@H](CO)[C@H](O)[C@H](O)[C@H]3O)nc2c1	-0.2	-2%	1.7	-22%	9%	2%	0	13%
CN(Cc1nc(Cc2cccc(C(F)(F)F)c2)no1)C1CC(C)(C)NC(C)(C)C1	-2.1	-6%	-0.4	1%	4%	-1%	2	-7%
CC(C(=O)O)c1ccc(-c2ccccc2)c(F)c1 (stereo unspecified)	-1.8&-1.0	1%&4%	0.0&-0.2	-15%&-11%	4%&5%	-2%&-11%	-5&1	-28%&-7%
O=C(C[n+]1cn(C(F)F)c2ccccc21)c1ccc(OC(F)F)cc1	-2.7	9%	0.6	-5%	-5%	?	-11	1%

An excerpt of these results, in markdown.
| canonical_smiles | CCT chaperon mod | WRN inhibitor | IL2 activator | EPAC1 antagonist | EPAC2 agonist | PLK1 PBD block | PI5P4Ka inh | EPAC1 agonist |
| --- | --- | --- | --- | --- | --- | --- | --- | --- |
| CN(Cc1nc(Cc2cccc(C(F)(F)F)c2)no1)C1CC(C)(C)NC(C)(C)C1 | -2.1 | -6% | -0.4 | 1% | 4% | -1% | 2 | -7% |
| COc1ccc(Cl)cc1C(=O)N1CCN(Cc2ccc3c(c2)OCO3)CC1 | -0.3 | 7% | 0.1 | -3% | -9% | 3% | 2 | 0% |
| CCCCC1(C)NC(=S)N2N1C(=S)NC2(C)CCCC (stereo unspecified) | -0.9 | 56µM* | -1.5 | 1% | -4% | 0% | ? | -6% |
